KCNQ1 act: potentiators or activators of KCNQ1 channel, primary screen, cell-based, thallium flux, high-throughput | Potassium voltage-gated channel subfamily KQT member 1 (Homo sapiens), P51787 | hit rate 0.35% among 310,000 | CHO-K1 KCNQ1, thallium flux FluxOR fluorescence; stronger effect = higher value | B-score at 10 µM;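 active = fluorescence ratio B-score, a plate-corrected score, at least three library SD, with initial intensity B-score within 5 SD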
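Assay system: stable KCNQ1 CHO-K1 line; medium: assay buffer, equal DMSO in all wells; timing: 90 min dye loading and 20 min compound exposure, both at room temperature; technique: kinetic FluxOR thallium fluorescence, 10-s 1-Hz baseline, 110-s post-stimulus read; read-out basis: B score of baseline-normalized fluorescence ratio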
KCNK9 inh: KCNK9 potassium channel inhibitors, primary screen, HEK293 cells, thallium flux; B-score at 10 µM; hit rate 1.2% among 310,000; AID 488922, 2010; FluxOR thallium flux fluorescence; stronger effect = lower value;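 active = ratio B-score over 3 SD below the library mean, with starting fluorescence within 5 SD of its mean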;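 note: negative B-score means less thallium flux so channel inhibition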
RGS4 block: RGS4 inhibitors, primary screen, cell-based, HEK293 M3R inducible RGS4, calcium flux | hit rate 0.45% among 310,000 | B-score at 10 µM | Regulator of G-protein signaling 4 (Homo sapiens), P49798 | Fluo-4 calcium flux; stronger effect = higher value; triggered by carbachol at its EC20;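 active = B-score, a plate-corrected calcium signal, over three deviations above library mean, with baseline fluorescence within five deviations of library mean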;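 note: RGS4 expression induced by doxycycline in cells with stable M3 receptor; B-score is computed from the integrated fluorescence ratio over baseline after carbachol; higher B-score means a larger calcium signal and so more RGS4 inhibition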
RGS4 act: RGS4 potentiators or activators, primary screen, cell-based, HEK293 M3R inducible RGS4, calcium flux; carbachol calcium flux Fluo4; stronger effect = lower value; B-score at 10 µM; hit rate 0.92% among 310,000; AID 463111, 2010;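 active = B-score of the integrated calcium signal more than 4 SD below the library mean, with starting fluorescence not abnormally high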;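 note: negative B-score means reduced calcium response which marks RGS4 activation or potentiation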
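System: HEK293 FlpIn-TREx cells, stable M3R, doxycycline-inducible RGS4. Timing: overnight RGS4 induction, 30 min dye load 37 °C, 20 min compound RT. Also added: carbachol, ECmax concentration. Measured by: Fluo4 fluorescence kinetic imaging of calcium. Evaluation: integrated calcium ratio converted to B score.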
MrgX1 agonist: agonists of human MrgX1 receptor, primary screen, HEK293 cells, Fluo-4 calcium flux; Mas-related G-protein coupled receptor member X1 (Homo sapiens), Q96LB2; Fluo-4 calcium fluorescence, agonist mode; stronger effect = higher value; B-score at 10 µM; hit rate 0.44% among 310,000;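 active = calcium response B-score plate-corrected fluorescence ratio at least 3 library SD, with starting fluorescence B-score inside 5 SD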
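Assay system: stable human MrgX1 HEK293 cell line. Quantity: 15,000 cells per well. Schedule: cells plated overnight, dye loaded 0.5 h 37 °C, 0.5 h room temperature. Detection: Fluo-4 NW calcium-flux fluorescence, kinetic read. Read-out basis: peak-minus-minimum fluorescence over baseline, converted to B scores. Control set: positive and negative control wells on each plate.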
KCNQ1 block: inhibitors of human KCNQ1 channel, primary screen, cell-based, thallium flux, high-throughput; Potassium voltage-gated channel subfamily KQT member 1 (Homo sapiens), P51787; CHO-K1 KCNQ1, FluxOR thallium flux fluorescence; stronger effect = higher value; B-score at 10 µM; hit rate 1.3% among 310,000;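 active = compounds whose thallium flux B-score, printed positive for inhibition, exceeds three library SD while starting fluorescence stays within three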;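 note: channel opened by potassium depolarization with thallium stimulus after 20 min compound exposure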
hERG protect: hERG rescue from dofetilide block, primary screen, cell-based, CHO-hERG, FluxOR thallium flux, dofetilide IC70; activation (rescue from dofetilide block), less the hit threshold, % at 10 µM; hit rate 0.51% among 310,000; dofetilide IC70 present; Voltage-gated inwardly rectifying potassium channel KCNH2 (Homo sapiens), Q12809;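 active = activation above the mean of controls blocked by dofetilide plus 5 SD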;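 note: thallium influx through hERG after potassium depolarization seen as dye fluorescence rise; in these data hits start at about 4.7%; inactives centre near -7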
Target sequence (Q12809 whole entry, looked up): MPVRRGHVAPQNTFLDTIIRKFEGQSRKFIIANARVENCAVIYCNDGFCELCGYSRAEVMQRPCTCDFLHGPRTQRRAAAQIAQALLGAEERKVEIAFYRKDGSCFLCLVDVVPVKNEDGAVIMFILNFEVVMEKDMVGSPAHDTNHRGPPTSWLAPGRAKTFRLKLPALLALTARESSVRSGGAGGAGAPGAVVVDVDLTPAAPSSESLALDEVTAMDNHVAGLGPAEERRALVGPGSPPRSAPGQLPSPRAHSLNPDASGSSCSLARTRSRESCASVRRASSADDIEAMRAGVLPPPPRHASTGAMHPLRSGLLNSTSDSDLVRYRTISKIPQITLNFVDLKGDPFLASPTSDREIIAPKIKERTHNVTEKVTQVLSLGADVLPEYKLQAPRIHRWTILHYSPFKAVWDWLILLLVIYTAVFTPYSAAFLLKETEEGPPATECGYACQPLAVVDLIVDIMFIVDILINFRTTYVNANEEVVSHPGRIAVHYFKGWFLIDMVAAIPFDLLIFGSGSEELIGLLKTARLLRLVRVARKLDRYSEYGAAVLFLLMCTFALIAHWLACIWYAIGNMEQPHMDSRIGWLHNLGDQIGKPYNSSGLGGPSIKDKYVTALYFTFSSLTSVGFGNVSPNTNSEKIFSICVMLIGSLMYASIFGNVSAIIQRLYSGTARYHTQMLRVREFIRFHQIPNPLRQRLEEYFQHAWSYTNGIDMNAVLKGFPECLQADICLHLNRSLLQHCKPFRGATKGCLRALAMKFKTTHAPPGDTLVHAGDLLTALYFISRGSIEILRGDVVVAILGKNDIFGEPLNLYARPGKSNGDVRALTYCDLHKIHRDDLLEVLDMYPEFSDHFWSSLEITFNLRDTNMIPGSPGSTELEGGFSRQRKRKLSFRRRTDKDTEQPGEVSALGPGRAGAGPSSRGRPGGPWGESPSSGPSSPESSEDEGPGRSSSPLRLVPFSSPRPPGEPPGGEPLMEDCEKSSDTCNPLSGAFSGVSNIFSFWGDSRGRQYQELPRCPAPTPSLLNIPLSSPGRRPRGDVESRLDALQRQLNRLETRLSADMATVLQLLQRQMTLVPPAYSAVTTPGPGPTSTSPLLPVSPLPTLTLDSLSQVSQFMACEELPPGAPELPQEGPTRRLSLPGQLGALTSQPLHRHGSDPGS
ANO1 block: TMEM16A chloride channel inhibitors, primary screen, cell-based, HTS | normalized B-score (activity score, 25-100; higher = stronger inhibition) at 10 µM | Anoctamin-1 (Mus musculus), Q8BHY3 | HEK293 TMEM16A/YFP iodide influx fluorescence, ionomycin | AID 588511, 2011 | hit rate 1.2% among 310,000;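 active = ratio plate-corrected score three or more library SD toward inhibition, starting fluorescence score within five deviations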;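 note: score derived from kinetic fluorescence span divided by baseline fluorescence per well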
KCNK3 inh: human KCNK3 channel inhibitors, primary screen, CHO cells, FluxOR thallium flux, B-score; Potassium channel subfamily K member 3 (Homo sapiens), O14649; FluxOR fluorescence; stronger effect = lower value; B-score at 10 µM; hit rate 0.84% among 340,000;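 active = B-score under library mean minus 4 SD, starting fluorescence ratio at most library mean plus 5 SD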;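 note: more negative B-score means stronger inhibition of thallium flux through KCNK3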
TMEM16A act: TMEM16A chloride channel activators or potentiators, primary screen, cell-based, HTS; Anoctamin-1 (Mus musculus), Q8BHY3; hit rate 0.3% among 340,000; HEK293 TMEM16A/YFP-H148Q/I152L, iodide quench fluorescence; stronger effect = lower value; B-score at 10 µM;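 active = fluorescence-ratio B-score plate-corrected deviation score at least 3 library SD below zero, with starting fluorescence score within 5 deviations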;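 note: channel opened by trigger with iodide after compound preincubation; score built on the fluorescence ratio of max minus min over baseline; more negative score means more quench and so TMEM16A activation or potentiation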
MrgX1 PAM: positive allosteric modulators of MrgX1, primary screen, HEK293 cells, Fluo-4 calcium flux | FDSS; stronger effect = higher value | B-score at 10 µM | hit rate 0.63% among 310,000 | AID 588675, 2011;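 active = plate-corrected calcium response at least 3 library SD above typical, normal starting fluorescence, not activating the receptor alone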;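 note: compound read alongside a low EC10 to EC30 dose of BAM8-22 agonist; peak minus trough fluorescence over baseline measured at the second addition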
* marks the source's active call; other numbers are inactive results. The order is random (roughly 6.3% active in at least one column).

Results for Cn1c(-c2sccc2OCc2ccc(Cl)cc2Cl)n[nH]c1=S ?
KCNQ1 act: inactive; KCNK9 inh: inactive; RGS4 block: inactive; RGS4 act: inactive; MrgX1 agonist: inactive; KCNQ1 block: inactive; hERG protect: -11; ANO1 block: inactive; KCNK3 inh: inactive; TMEM16A act: inactive; MrgX1 PAM: 9.9*

Results for O=C(Nc1ccc(Br)c(Cl)c1)C1CC1 ?
KCNQ1 act: inactive; KCNK9 inh: inactive; RGS4 block: inactive; RGS4 act: inactive; MrgX1 agonist: inactive; KCNQ1 block: inactive; hERG protect: -14; ANO1 block: inactive; KCNK3 inh: inactive; TMEM16A act: inactive; MrgX1 PAM: inactive

What do the screens show for `O=C(NCCc1ccccc1)c1cccc(N2C(=O)C3CC=CCC3C2=O)c1` (stereo not drawn)?
KCNQ1 act: inactive; KCNK9 inh: inactive; RGS4 block: inactive; RGS4 act: inactive; MrgX1 agonist: inactive; KCNQ1 block: inactive; hERG protect: -6; ANO1 block: inactive; KCNK3 inh: inactive; TMEM16A act: inactive; MrgX1 PAM: inactive

What do the screens show for `CCCCC1CC(CSC(=N)N)OC1=O` (stereo not drawn)?
KCNQ1 act: inactive; KCNK9 inh: inactive; RGS4 block: inactive; RGS4 act: inactive; MrgX1 agonist: inactive; KCNQ1 block: inactive; hERG protect: -12; ANO1 block: inactive; KCNK3 inh: inactive; TMEM16A act: inactive; MrgX1 PAM: inactive

What do the screens show for `CCN(c1ccccc1C)S(=O)(=O)c1nnc(NC(=O)c2ccco2)s1`?
KCNQ1 act: inactive; KCNK9 inh: inactive; RGS4 block: inactive; RGS4 act: inactive; MrgX1 agonist: inactive; KCNQ1 block: inactive; hERG protect: -2; ANO1 block: inactive; KCNK3 inh: inactive; TMEM16A act: inactive; MrgX1 PAM: inactive

Results for CCOc1ccc(NC(=S)N2CCC(N(C)CC3CCCO3)CC2)cc1 (stereo not drawn) ?
KCNQ1 act: inactive; KCNK9 inh: inactive; RGS4 block: inactive; RGS4 act: inactive; MrgX1 agonist: inactive; KCNQ1 block: inactive; hERG protect: -2; ANO1 block: inactive; KCNK3 inh: inactive; TMEM16A act: inactive; MrgX1 PAM: inactive

How did O=[N+]([O-])c1cccc(C(=Nc2cccc(Cl)c2)NO)c1 do in these assays?
KCNQ1 act: inactive; KCNK9 inh: inactive; RGS4 block: inactive; RGS4 act: inactive; MrgX1 agonist: inactive; KCNQ1 block: inactive; hERG protect: -18; ANO1 block: inactive; KCNK3 inh: inactive; TMEM16A act: inactive; MrgX1 PAM: inactive

Results for CCC[N+](CC#Cc1ccccc1)(CCC)CC(=O)OCC ?
KCNQ1 act: inactive; KCNK9 inh: inactive; RGS4 block: inactive; RGS4 act: inactive; MrgX1 agonist: inactive; KCNQ1 block: inactive; hERG protect: -9; ANO1 block: inactive; KCNK3 inh: inactive; TMEM16A act: inactive; MrgX1 PAM: inactive

What do the screens show for `CC(C)CNS(=O)(=O)c1ccc(CCC(=O)NCc2ccco2)cc1`?
KCNQ1 act: inactive; KCNK9 inh: inactive; RGS4 block: inactive; RGS4 act: inactive; MrgX1 agonist: inactive; KCNQ1 block: inactive; hERG protect: -7; ANO1 block: inactive; KCNK3 inh: inactive; TMEM16A act: inactive; MrgX1 PAM: inactive

What do the screens show for `COc1ccc(C(=O)NCc2nnc(SCC(=O)Nc3nc4ccccc4s3)o2)cc1OC`?
KCNQ1 act: inactive; KCNK9 inh: inactive; RGS4 block: inactive; RGS4 act: inactive; MrgX1 agonist: inactive; KCNQ1 block: inactive; hERG protect: -6; ANO1 block: inactive; KCNK3 inh: inactive; TMEM16A act: inactive; MrgX1 PAM: inactive

How did CCCCn1c(N)c(N(CC)C(=O)C(c2ccccc2)c2ccccc2)c(=O)[nH]c1=O do in these assays?
KCNQ1 act: inactive; KCNK9 inh: inactive; RGS4 block: inactive; RGS4 act: inactive; MrgX1 agonist: inactive; KCNQ1 block: inactive; hERG protect: -9; ANO1 block: inactive; KCNK3 inh: inactive; TMEM16A act: inactive; MrgX1 PAM: inactive

How did COc1ccc(NC(=O)CC2C(=O)N(c3ccc(F)cc3)C(=S)N2NC(=O)c2ccc(Cl)cc2)cc1 (stereo not drawn) do in these assays?
KCNQ1 act: inactive; KCNK9 inh: inactive; RGS4 block: inactive; RGS4 act: -11*; MrgX1 agonist: inactive; KCNQ1 block: inactive; hERG protect: -8; ANO1 block: inactive; KCNK3 inh: inactive; TMEM16A act: inactive; MrgX1 PAM: inactive

How did O=C(O)COc1ccccc1-c1ccccc1 do in these assays?
KCNQ1 act: inactive; KCNK9 inh: inactive; RGS4 block: inactive; RGS4 act: inactive; MrgX1 agonist: inactive; KCNQ1 block: inactive; hERG protect: -5; ANO1 block: inactive; KCNK3 inh: inactive; TMEM16A act: inactive; MrgX1 PAM: inactive

Results for Cc1ccc(-c2nnc(SCC(=O)NNC(=O)COc3cccc4ccccc34)n2C)cc1 ?
KCNQ1 act: inactive; KCNK9 inh: inactive; RGS4 block: inactive; RGS4 act: inactive; MrgX1 agonist: inactive; KCNQ1 block: inactive; hERG protect: -3; ANO1 block: inactive; MrgX1 PAM: inactive

Results for COc1cccc(N2C(=O)C(CC(=O)Nc3ccccc3)N(C3CCCCC3)C2=O)c1 (stereo not drawn) ?
KCNQ1 act: inactive; KCNK9 inh: inactive; RGS4 block: inactive; RGS4 act: inactive; MrgX1 agonist: inactive; KCNQ1 block: inactive; hERG protect: -8; ANO1 block: inactive; KCNK3 inh: inactive; TMEM16A act: inactive; MrgX1 PAM: inactive

What do the screens show for `CCOC(=O)C1CCCN(Cc2cc(=O)oc3cc(C)c(C(C)C)cc23)C1` (stereo not drawn)?
KCNQ1 act: inactive; KCNK9 inh: -9.2*; RGS4 block: inactive; RGS4 act: inactive; MrgX1 agonist: inactive; KCNQ1 block: inactive; hERG protect: -11; ANO1 block: inactive; KCNK3 inh: inactive; TMEM16A act: inactive; MrgX1 PAM: inactive

What do the screens show for `CC(C)c1ccc(-c2cc(C(=O)N3N=C(C(F)F)CC3(O)C(F)F)c3ccccc3n2)cc1` (stereo not drawn)?
KCNQ1 act: inactive; KCNK9 inh: inactive; RGS4 block: inactive; RGS4 act: inactive; MrgX1 agonist: inactive; KCNQ1 block: inactive; hERG protect: 1; ANO1 block: inactive; KCNK3 inh: inactive; TMEM16A act: inactive; MrgX1 PAM: inactive

What do the screens show for `COCCn1c(SCC(=O)NCc2ccc3c(c2)OCO3)nnc1C(C)C`?
KCNQ1 act: inactive; KCNK9 inh: inactive; RGS4 block: inactive; RGS4 act: inactive; MrgX1 agonist: inactive; KCNQ1 block: inactive; hERG protect: -1; ANO1 block: inactive; KCNK3 inh: inactive; TMEM16A act: inactive; MrgX1 PAM: inactive

What do the screens show for `O=C(CCCn1c(=S)[nH]c2ccccc2c1=O)NC1CCCC1`?
KCNQ1 act: inactive; KCNK9 inh: inactive; RGS4 block: inactive; RGS4 act: inactive; MrgX1 agonist: inactive; KCNQ1 block: inactive; hERG protect: -9; ANO1 block: inactive; KCNK3 inh: inactive; TMEM16A act: inactive; MrgX1 PAM: inactive

What do the screens show for `O=C(NNc1c(Cl)cccc1Cl)c1cccs1`?
KCNQ1 act: inactive; KCNK9 inh: inactive; RGS4 block: inactive; RGS4 act: inactive; MrgX1 agonist: inactive; KCNQ1 block: inactive; hERG protect: -8; ANO1 block: inactive; KCNK3 inh: inactive; TMEM16A act: inactive; MrgX1 PAM: inactive

How did Cc1ccccc1Cn1nc(C)c(NC(=O)c2noc3c2CCCC3)c1C do in these assays?
KCNQ1 act: inactive; KCNK9 inh: inactive; RGS4 block: inactive; RGS4 act: inactive; MrgX1 agonist: inactive; KCNQ1 block: inactive; hERG protect: -8; ANO1 block: inactive; KCNK3 inh: inactive; TMEM16A act: inactive; MrgX1 PAM: inactive

Results for COc1ccc(C(CNC(=O)c2ccc(NS(=O)(=O)c3cccc([N+](=O)[O-])c3)cc2)N2CCOCC2)cc1 (stereo not drawn) ?
KCNQ1 act: inactive; KCNK9 inh: inactive; RGS4 block: inactive; RGS4 act: inactive; MrgX1 agonist: inactive; KCNQ1 block: inactive; hERG protect: -19; ANO1 block: inactive; KCNK3 inh: inactive; TMEM16A act: inactive; MrgX1 PAM: inactive

How did O=C(NCc1cccnc1)C(=O)NCC1OCCN1S(=O)(=O)c1ccc(Cl)cc1 (stereo not drawn) do in these assays?
KCNQ1 act: inactive; KCNK9 inh: inactive; RGS4 block: inactive; RGS4 act: inactive; MrgX1 agonist: inactive; KCNQ1 block: inactive; hERG protect: -11; ANO1 block: inactive; KCNK3 inh: inactive; TMEM16A act: inactive; MrgX1 PAM: inactive

How did CCn1c(SCC(=O)Nc2ccc3c(c2)OCCO3)nc2c(c1=O)SC(C)C2 (stereo not drawn) do in these assays?
KCNQ1 act: inactive; KCNK9 inh: inactive; RGS4 block: inactive; RGS4 act: inactive; MrgX1 agonist: inactive; KCNQ1 block: inactive; hERG protect: -14; ANO1 block: inactive; KCNK3 inh: inactive; TMEM16A act: inactive; MrgX1 PAM: inactive

Results for Cc1ccc(CNC(=O)CSc2nccn(-c3ccc(C)c(F)c3)c2=O)cc1 ?
KCNQ1 act: inactive; KCNK9 inh: inactive; RGS4 block: inactive; RGS4 act: inactive; MrgX1 agonist: inactive; KCNQ1 block: inactive; hERG protect: -5; ANO1 block: inactive; KCNK3 inh: inactive; TMEM16A act: inactive; MrgX1 PAM: inactive
